PglD inh: blocks C. jejuni PglD acetyltransferase activity. purified PglD enzyme, DTNB colorimetric CoA detection. inhibition, % at 12.5 µM. 360,000 tested, 0.098% active; in the data active = inhibition above about 16%, passing the limit was not always enough; note: strong numbers were not always called active
ERp5 inh: ERp5 (human) disulfide isomerase inhibition; inhibition, % at 9.99 µM; 350,000 tested, 0.05% active; ERp5 insulin aggregation, absorbance 650 nm, 90 min;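 active = mean replicate inhibition above about 25%, with every replicate also reaching it, limit read from the data, passing the limit was not always enough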
Target sequence (Q15084 whole entry, looked up): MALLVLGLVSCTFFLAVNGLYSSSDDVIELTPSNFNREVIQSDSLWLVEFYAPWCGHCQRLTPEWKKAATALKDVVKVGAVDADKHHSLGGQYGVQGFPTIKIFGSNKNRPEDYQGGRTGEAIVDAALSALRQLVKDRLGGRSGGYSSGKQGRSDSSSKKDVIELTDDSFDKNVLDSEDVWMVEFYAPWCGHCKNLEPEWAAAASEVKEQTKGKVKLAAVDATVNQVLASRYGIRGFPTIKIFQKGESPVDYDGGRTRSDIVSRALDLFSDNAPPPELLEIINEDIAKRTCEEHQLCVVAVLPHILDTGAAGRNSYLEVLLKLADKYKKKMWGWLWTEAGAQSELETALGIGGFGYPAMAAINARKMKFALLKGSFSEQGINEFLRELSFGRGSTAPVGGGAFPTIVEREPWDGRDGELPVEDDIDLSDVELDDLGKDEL
RAD54 inh: inhibitors of human RAD54 branch migration; Q92698; RAD54 Holliday junction branch migration, FAM/BHQ fluorescence; inhibition, % at 10.4 µM; 360,000 tested, 0.14% active; AID 602329;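 active = mean normalized replicate activity at least 40 and at least half of replicates scoring 40 or more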;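 note: 0% = median of neutral control wells and 100% = median of positive control wells; inhibitors cause a drop in the FAM fluorescence signal; in these data hits start at about 50%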
esBAF inh: blocks esBAF chromatin remodeling in mouse ES cells; Bmi1-luciferase knock-in reporter, 24 h; 100% = twice the neutral-well signal; reporter increase, % at 12.5 µM; 350,000 tested, 2% active; AID 602393; in the data active = activation above about 40%;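 note: 0% = median of the plate's neutral control wells and 100% = double that signal; a rise in the Bmi1 reporter signal indicates esBAF inhibition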
CASP6 VEID inh: caspase-6 (human) enzyme inhibition. purified caspase-6, Z-VEID-R110 cleavage fluorescence. inhibition, % at 12.5 µM. 350,000 tested, 0.53% active. AID 686996;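 active = mean inhibition across replicates at least about 35%, with every replicate also reaching that limit, limit read from the data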;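 note: 0% = median of neutral control wells and 100% = no fluorescence left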
ARNT-TACC3 inh: ARNT/TACC3 interaction disruption; Q9Y6A5; AlphaScreen His-ARNT PAS-B/GST-TACC3 binding, luminescence; TACC3 fragment carries E629A point mutation; inhibition, % at 9.99 µM; 390,000 tested, 0.66% active; AID 623870;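 active = mean inhibition of replicates at least 50% and at least half of replicates each reaching 50%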;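 note: 0% = complete ARNT plus TACC3 wells and 100% = ARNT alone without TACC3; many hits fall short of the cut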
RAD52 anneal inh: inhibitors of human RAD52 DNA annealing; recombinant RAD52 DNA annealing, FRET fluorescence; inhibition, % at 18.7 µM; 360,000 tested, 0.46% active; AID 651710;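 active = every replicate showing at least 50% inhibition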
E-selectin induc: E-selectin induction on HUVECs; HUVEC E-selectin immunofluorescence imaging; normalized: neutral wells 0, TNF-alpha wells 100; P16581; 260,000 tested, 0.37% active; activation, % at 7.58 µM;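 active = mean E-selectin-positive cell signal at least 10% of the positive control, reached in at least 60% of replicates, without over 20% cell loss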;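 note: in these data hits start at about 27%; measured in HUVEC primary endothelial cells; signal is the percent of cells scored E-selectin positive by PE staining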
Target sequence (P16581 whole entry, looked up): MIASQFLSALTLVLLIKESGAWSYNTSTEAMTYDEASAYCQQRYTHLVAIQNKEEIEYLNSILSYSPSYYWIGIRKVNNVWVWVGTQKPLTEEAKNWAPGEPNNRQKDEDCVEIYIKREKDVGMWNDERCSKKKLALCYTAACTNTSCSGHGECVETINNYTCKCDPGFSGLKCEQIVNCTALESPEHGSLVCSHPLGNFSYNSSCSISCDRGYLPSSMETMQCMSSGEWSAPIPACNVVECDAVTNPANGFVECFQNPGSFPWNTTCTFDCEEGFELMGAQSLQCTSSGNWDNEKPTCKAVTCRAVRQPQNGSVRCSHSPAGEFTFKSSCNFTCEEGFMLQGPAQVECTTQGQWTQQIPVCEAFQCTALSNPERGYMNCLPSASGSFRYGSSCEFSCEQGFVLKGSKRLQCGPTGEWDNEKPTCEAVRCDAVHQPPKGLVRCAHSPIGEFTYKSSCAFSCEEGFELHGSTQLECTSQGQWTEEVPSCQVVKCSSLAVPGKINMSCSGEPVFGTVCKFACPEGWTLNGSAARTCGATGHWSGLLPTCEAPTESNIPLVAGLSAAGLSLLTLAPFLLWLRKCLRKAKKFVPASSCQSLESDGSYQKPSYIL
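Assay system: HUVEC primary endothelial cells. Input: 3,000 HUVEC seeded per well. Doses: one compound dose added by pin transfer. Read-out basis: % PE-positive cells. Benchmarks: TNF-alpha high, DMSO low. Detection: immunofluorescence imaging. Buffer or medium: EGM-2, gelatin.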
Active calls of the source: *; i = inactive; · = not tested or not shown; & = joins results of further samples.

SMILES	PglD inh	ERp5 inh	RAD54 inh	esBAF inh	CASP6 VEID inh	ARNT-TACC3 inh	RAD52 anneal inh	E-selectin induc
C[C@@H](NC(=O)C[C@@H]1CC[C@H]2[C@@H](COC[C@H](O)CN2C(=O)Nc2cc(Cl)cc(Cl)c2)O1)c1ccccc1	1	-8	-1	-6	-1	5	4	0.5
O=C(NC1(C(F)(F)F)N=C2SCCN2C1=O)c1ccco1 (centres undefined)	-4	·	6	2	·	-10	·	·
Cc1cccc(NC(=O)CCN2C(=O)c3ccccc3C2=O)n1	4	·	-2	-5	·	3	·	·
C[C@@H]1CN([C@@H](C)CO)C(=O)c2cccc(NS(=O)(=O)c3cn(C)cn3)c2O[C@H]1CN(C)Cc1ccc(Oc2ccccc2)cc1	-40	-6	-14	4	1	1	2	-0.2
Cn1ncc(Cl)c1C(=O)N1CCOCC1	·	0	·	-6	0	-4	-10	1.8
COc1cc2c(cc1OC)C(=O)CCC2	-1	-7	-8	-4	0	-2	-5	-0.1
COCCOc1cc(NC(=O)c2cccc(OC)c2)c(Cl)cc1Cl	·	-3	·	·	4	7	-13	0.2
O=C(CN1CCOCC1)N1CCCCN2[C@H](C1)[C@@H](c1ccc(C#Cc3ccccc3)cc1)[C@@H]2CO	-3	4	7	·	2	-4	-10	-0.2
CCc1nnc(NS(=O)(=O)c2ccc(NC(=O)COc3ccc(Cl)c(C)c3)cc2)s1	·	-5	·	·	22	-14	-19	·
CC(c1ccco1)N(C(=O)Nc1ccccc1)C1CCCCC1 (centres undefined)	0	·	-11	8	·	-5	·	·
CCC(=O)Nc1ccc(C(=O)NNC(=O)COc2cccc(C)c2)cc1	·	-7	·	·	1	-7	-66	1.2
COCCCNC(=O)c1ccccc1Oc1ccccc1	-8	·	1	-3	·	-6	·	·
CN(C)c1ccc(C(C(=O)NCC2CCCO2)N(Cc2ccco2)C(=O)c2snc(C(N)=O)c2N)cc1 (centres undefined)	1	-5	1	-3	·	-9	-7	0.2
COc1cc(OC)c(OC)cc1CN1CCN(Cc2ccc(C(F)(F)F)cc2)CC1	-5	2	-10	-8	-7	1	-1	0.4
CCc1ccc(C(=O)C(C)OC(=O)CNS(=O)(=O)c2ccc(C)cc2)cc1 (centres undefined)	1	4	2	·	5	-1	3	0.1
COc1ccc(-c2cn3ccc(C)cc3n2)cc1	-3	2	5	-62	-1	-4	-5	-0.6
CC(=O)N(C)C[C@H]1Oc2cc(-c3ccccc3C)ccc2S(=O)(=O)N([C@H](C)CO)C[C@H]1C	2	-2	1	2	-1	-5	14	0.3
COC(=O)C[C@@H]1CC[C@H]2[C@@H](COC[C@@H](O)CN2S(=O)(=O)c2ccccc2OC)O1	-2	·	1	3	·	-2	·	-0.1
CCCNC(=O)C[C@H]1CC[C@H]2[C@@H](COc3ccc(NS(=O)(=O)c4ccccc4C)cc3C(=O)N2C)O1	0	0	-2	0	0	-1	-4	-0.2
CC1CN(C(=O)CCn2c(=O)oc3ccccc32)CC(C)O1 (centres undefined)	3	·	2	-5	·	-1	·	·
CCN(CCCNC(=O)C1CCN(S(=O)(=O)N2CCOCC2)CC1)c1cccc(C)c1	2	·	0	1	·	1	·	·
FC(F)(F)c1cc(-c2ccco2)nc(NCc2cccs2)n1	3	·	-9	2	·	-5	·	·
CCOc1ccc(CN2CCCC(CNC(=O)c3ccc(F)cc3)C2)cc1CO (centres undefined)	-2	4	3	-5	-1	-11	-7	0.0
C[C@H](CO)N1C[C@H](C)[C@H](CN(C)S(=O)(=O)c2ccc(Cl)cc2)Oc2ccc(NS(=O)(=O)c3ccc(F)cc3)cc2C1=O	2	10	3	-1	-2	-2	-2	-0.5
C[C@H]1CN([C@@H](C)CO)C(=O)CCCn2cc(nn2)CO[C@@H]1CN(C)S(C)(=O)=O	-3&3	-4&0	-3&-1	1&-1&-4	2&-1	-8	-5&12	-0.1&-0.2
C[C@H](CO)N1C[C@H](C)[C@H](CN(C)S(=O)(=O)c2cn(C)cn2)Oc2c(NC(=O)c3nc4ccccc4s3)cccc2C1=O	0	1	-1	1	2	1	-7	-0.1
Cn1c(C(=O)NCc2cccnc2)cc2sccc21	-1	-1	-4	-7	-4	0	-18	·
CC(OC(=O)Cn1cnc2c1c(=O)n(C)c(=O)n2C)C(=O)NC(C)c1ccc(Cl)cc1Cl (centres undefined)	9	-5	9	-3	0	-2	0	-0.1
C[C@@H]1CN([C@H](C)CO)C(=O)c2cc(NC(=O)Cc3cn(C)c4ccccc34)ccc2O[C@@H]1CN(C)S(=O)(=O)c1ccc(Cl)cc1	5	-5	-9	0	2	15	-3	0.1
ONC(=NCc1ccccc1)c1ccccc1	·	2	·	·	0	-13	-5	0.2
COc1cccc(NC(=O)CN2C(=O)NC(CCc3ccccc3)C2=O)c1 (centres undefined)	0	-5	1	-7	0	-4	-18	·
C[C@H]1CN([C@@H](C)CO)C(=O)c2cc(NS(=O)(=O)c3ccc(Cl)cc3)ccc2O[C@H]1CN(C)C(=O)Nc1ccc2c(c1)OCO2	0	-4	1	2	-2	-3	-15	0.4
CCCN(C(=O)COC(=O)CCC(=O)c1ccccc1)c1c(N)n(Cc2ccccc2)c(=O)[nH]c1=O	3	-6	-7	7	2	·	-13	0.0
CN(C)CCNC(=O)c1cc2c(s1)-c1ccccc1OC2	-5	-3	21	-36	-3	-4	26	-0.2
NS(=O)(=O)c1ccc(NC(=O)CSc2nc3c(c(=O)[nH]2)CCCC3)cc1	-6	-1	-9	-7	2	13	-9	0.2
CCCCN(CCCNC(=O)C1CCN(S(=O)(=O)N2CCOCC2)CC1)c1ccccc1	-5	-7	0	1	-1	7	-12	·
COc1ccc2cc(C(=O)/C=C/c3cc(OC)c(OC)c(OC)c3)ccc2c1	-2	-1	-10	12	-4	14	-8	·
CCOc1ccc2nc(NC(=O)CN3CCOCC3)sc2c1	0	-1	2	13	1	-4	-23	1.6
COc1cc(-c2ccccc2)nc(N)n1	·	0	·	·	-1	-11	-8	·
C[C@@H]1CN([C@@H](C)CO)S(=O)(=O)c2ccc(-c3cccc(C#N)c3)cc2O[C@H]1CN(C)Cc1cccc(F)c1	1	4	12	-10	2	-6	3	0.2

Of the compounds above, twelve contain four or more nitrogen atoms.
SMILES	PglD inh	ERp5 inh	RAD54 inh	esBAF inh	CASP6 VEID inh	ARNT-TACC3 inh	RAD52 anneal inh	E-selectin induc
C[C@@H]1CN([C@@H](C)CO)C(=O)c2cccc(NS(=O)(=O)c3cn(C)cn3)c2O[C@H]1CN(C)Cc1ccc(Oc2ccccc2)cc1	-40	-6	-14	4	1	1	2	-0.2
CCc1nnc(NS(=O)(=O)c2ccc(NC(=O)COc3ccc(Cl)c(C)c3)cc2)s1	·	-5	·	·	22	-14	-19	·
CN(C)c1ccc(C(C(=O)NCC2CCCO2)N(Cc2ccco2)C(=O)c2snc(C(N)=O)c2N)cc1 (centres undefined)	1	-5	1	-3	·	-9	-7	0.2
CCN(CCCNC(=O)C1CCN(S(=O)(=O)N2CCOCC2)CC1)c1cccc(C)c1	2	·	0	1	·	1	·	·
C[C@H]1CN([C@@H](C)CO)C(=O)CCCn2cc(nn2)CO[C@@H]1CN(C)S(C)(=O)=O	-3&3	-4&0	-3&-1	1&-1&-4	2&-1	-8	-5&12	-0.1&-0.2
C[C@H](CO)N1C[C@H](C)[C@H](CN(C)S(=O)(=O)c2cn(C)cn2)Oc2c(NC(=O)c3nc4ccccc4s3)cccc2C1=O	0	1	-1	1	2	1	-7	-0.1
CC(OC(=O)Cn1cnc2c1c(=O)n(C)c(=O)n2C)C(=O)NC(C)c1ccc(Cl)cc1Cl (centres undefined)	9	-5	9	-3	0	-2	0	-0.1
C[C@@H]1CN([C@H](C)CO)C(=O)c2cc(NC(=O)Cc3cn(C)c4ccccc34)ccc2O[C@@H]1CN(C)S(=O)(=O)c1ccc(Cl)cc1	5	-5	-9	0	2	15	-3	0.1
C[C@H]1CN([C@@H](C)CO)C(=O)c2cc(NS(=O)(=O)c3ccc(Cl)cc3)ccc2O[C@H]1CN(C)C(=O)Nc1ccc2c(c1)OCO2	0	-4	1	2	-2	-3	-15	0.4
CCCN(C(=O)COC(=O)CCC(=O)c1ccccc1)c1c(N)n(Cc2ccccc2)c(=O)[nH]c1=O	3	-6	-7	7	2	·	-13	0.0
NS(=O)(=O)c1ccc(NC(=O)CSc2nc3c(c(=O)[nH]2)CCCC3)cc1	-6	-1	-9	-7	2	13	-9	0.2
CCCCN(CCCNC(=O)C1CCN(S(=O)(=O)N2CCOCC2)CC1)c1ccccc1	-5	-7	0	1	-1	7	-12	·

The listing continues:
SMILES	PglD inh	ERp5 inh	RAD54 inh	esBAF inh	CASP6 VEID inh	ARNT-TACC3 inh	RAD52 anneal inh	E-selectin induc
O=C(Nc1ccccc1F)N1CC(=O)N2[C@H](CO)[C@@H](c3ccc(C#Cc4ccc(F)cc4)cc3)[C@H]2C1	·	1	·	·	1	·	-27	0.2
COCCOC(=O)c1[nH]c2c(c1C)C(=O)CC(c1cccs1)C2 (centres undefined)	·	1	·	·	-2	-66	-7	·
CC(C)C[C@H](N)c1cn([C@@H](CCCCN)C(=O)N2CCNCC2)nn1	0	-1	10	-4	-118	7	-20	0.1
COc1ccc(N2CCN(c3cc(C)c4ccc(O)cc4n3)CC2)cc1	·	2	3	1	-2	-1	1	0.5
COc1ccc(NC(=O)CNc2ccccc2C(C)=O)cc1S(=O)(=O)N1CCOCC1	3	3	-6	-2	1	-3	-36	0.0
Cc1cccnc1NC(=O)C1CCN(S(=O)(=O)c2ccc3ccccc3c2)CC1	3	4	-7	-2	4	-3	-7	0.4
Cc1ccc(OCC(O)CN2CC3(C)CC2CC(C)(C)C3)cc1 (centres undefined)	·	-4	·	·	1	-8	-11	-0.2
Cc1ccc(NC(=O)CN(C(=O)N2CCN(C)CC2)S(=O)(=O)c2ccc(C)cc2)cc1	3	4	1	-1	1	0	-5	0.4
Cn1nc(C(F)(F)F)cc1-c1ccc(/C=C(\C#N)C(=O)c2cccc(C(F)(F)F)c2)s1	-5	4	-8	·	-4	·	i	13
COc1cccc(S(=O)(=O)N[C@@H]2C=C[C@@H](CC(=O)NCc3ccc(F)cc3)O[C@H]2CO)c1	1	19	-1	3	-4	-10	-8	0.3
O=C(N[C@H]1CC[C@H](CCn2cc(-c3ccccn3)nn2)O[C@@H]1CO)c1cccnc1	6	-7	-10	5	2	83*	-11	0.4
O=C(NCC[C@H]1CC[C@H](NC(=O)C2CCCC2)[C@@H](CO)O1)c1ccc(F)cc1	0	-2	0	0	2	-9	0	-1.1
CC(C)NC(=O)CC(=O)N/N=C/c1c(F)cccc1Cl	-6	-4	-2	-2	0	0	-13	·
CC(C)OCCCN1CC(=O)N2C(c3ccccc3)c3[nH]c4ccccc4c3C[C@H]2C1=O (some centres undefined)	6	4	5	-3	·	6	-16	0.1
Cc1oc(-c2cccc(F)c2)nc1CN1CCCCC1CCc1ccccn1 (centres undefined)	·	-6	·	·	0	2	-2	10
CCOc1ccc(C(=O)NNC(=O)CN2C(=O)C3CC=CCC3C2=O)cc1OC (centres undefined)	0	4	4	-3	-1	-18	0	1.0
O=C(C[C@H]1CC[C@@H](NC(=O)Nc2cccc(F)c2)[C@H](CO)O1)NCC1CC1	4	4	5	3	-3	1	-6	0.4
CC(C)CSCC1OC(n2cnc3c(N)nccc32)C(O)C1O (centres undefined)	0	-10	-2	5	1	·	-5	0.0
NS(=O)(=O)c1ccc(CCNC(=O)CNC(=O)c2ccc(Oc3ccccc3)cc2)cc1	3	-2	1	1	2	0	-3	0.1
C[C@H]1CN([C@@H](C)CO)C(=O)c2cc(-c3ccccc3)cnc2O[C@H]1CN(C)Cc1cccnc1	0	-2	-3	-9	1	-1	11	0.4

Bioassay records as filed in PubChem BioAssay.

Compounds as they come; overall some 3.2% were active at least once.
